Cl transport mod: KCC2 (human) Cl- transport modulation; Q9H2X9; 190,000 compounds, 2.2% hits; B-score of Tl+ flux slope (higher = more flux/activation; lower = inhibition) at 10 µM; KCC2 cells, thallium flux FluoZin-2 fluorescence; AID 1456;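 active means thallium flux slope and its plate-corrected score both differing from the plate sample mean at a set confidence after two filtering rounds, in either direction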;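 further: slope of fluorescence scaled to starting intensity during 10 to 20 s after thallium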
14-3-3 Bad PPI: disrupts binding of bovine 14-3-3 zeta to phospho-Bad peptide. TR-FRET 14-3-3zeta/Dy647-pBad peptide displacement, 1 h. AID 781. P63103. inhibition, % at 21.7 µM. 220,000 compounds, 0.71% hits;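 active means inhibition above about 70%, limit read from the data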;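 further: 0% = full 14-3-3 plus peptide FRET controls and 100% = background without 14-3-3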
p47phox inh: inhibitors of human p47phox binding | P14598 | p47phox/p22phox peptide binding, fluorescence polarization, 2 h | inhibition, % at 24.7 µM | 220,000 compounds, 0.53% hits;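 further: 0% = p47phox with labelled peptide and 100% = labelled peptide alone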
Target sequence (P14598 whole entry, looked up): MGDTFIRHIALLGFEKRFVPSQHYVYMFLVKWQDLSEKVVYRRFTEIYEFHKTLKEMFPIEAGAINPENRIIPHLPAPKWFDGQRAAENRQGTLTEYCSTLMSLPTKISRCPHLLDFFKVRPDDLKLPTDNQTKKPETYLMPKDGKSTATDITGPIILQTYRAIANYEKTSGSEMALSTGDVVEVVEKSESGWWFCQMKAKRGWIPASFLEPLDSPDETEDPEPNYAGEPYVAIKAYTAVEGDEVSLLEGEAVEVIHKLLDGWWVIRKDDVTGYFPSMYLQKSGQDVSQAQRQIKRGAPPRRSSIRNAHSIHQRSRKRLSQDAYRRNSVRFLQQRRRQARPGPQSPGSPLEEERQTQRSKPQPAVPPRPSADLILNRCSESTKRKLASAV
eIF4E-4G inh: inhibitors of eIF4E and eIF4G interaction in translation initiation; P63073+Q04637; TR-FRET eIF4E-eIF4GI(517-606) binding, 2 h; 220,000 compounds, 0.37% hits; inhibition, % at 21.7 µM;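 further: 0% = full FRET control wells and 100% = background wells lacking eIF4GI fragment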
thrombin 1536: inhibitors of human thrombin. P00734. alpha-thrombin, Boc-VPR-AMC fluorogenic substrate cleavage. inhibition, % at 5 µM. 220,000 compounds, 0.26% hits. AID 1046;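 active means inhibition at or above 40%; inactive means inhibition below 40%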;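 further: 0% = enzyme with no compound and 100% = wells without enzyme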
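System – human alpha-thrombin protein · Reagent – Boc-VPR-AMC substrate, 15 µM final · Compound – 5 µM single dose in 0.2% DMSO · Schedule – reaction at room temperature · Technique – AMC fluorescence at 355 nm excitation and 460 nm emission · Read-out basis – % inhibition relative to enzyme controls and enzyme-free blanks · Control set – no-compound enzyme wells and no-enzyme blanks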
Rad51 HR inh: blocks human Rad51 in homologous recombination | inhibition, % at 10 µM | hRad51 DNA strand exchange, fluorescence dequenching | 200,000 compounds, 0.085% hits | AID 1385 | Q06609;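 active means inhibition above 40% at the single screening dose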;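 further: 0% = DMSO control wells and 100% = blanks with heterologous ssDNA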
Target sequence (Q06609 whole entry, looked up): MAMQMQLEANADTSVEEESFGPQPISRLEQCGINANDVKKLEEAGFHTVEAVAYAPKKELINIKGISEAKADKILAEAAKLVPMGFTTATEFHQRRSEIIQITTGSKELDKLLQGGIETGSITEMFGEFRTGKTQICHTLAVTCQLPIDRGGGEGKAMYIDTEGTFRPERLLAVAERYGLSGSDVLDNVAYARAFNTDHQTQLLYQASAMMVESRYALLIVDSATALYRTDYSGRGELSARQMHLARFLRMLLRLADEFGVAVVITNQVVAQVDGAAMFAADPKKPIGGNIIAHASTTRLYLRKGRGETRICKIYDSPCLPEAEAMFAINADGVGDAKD
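Test system – preformed human Rad51 ssDNA filaments · Reagent – Donor/quencher-labelled 47-bp dsDNA substrate · Incubation – 37 °C 15-min filament assembly, 30-min compound preincubation, 15-min exchange · Signal – FRET fluorescence dequenching, excitation 485 nm, emission 520 nm · Read-out – percent inhibition from fluorescence, normalised to plate control and blank means · Benchmarks – plate control and blank wells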
EBV gp42 inh: blocks Epstein-Barr virus glycoprotein 42 binding; Q1HVG2; Fluorescence polarization binding assay, mP read-out; inhibition, % (tested at 21.74 µM); 220,000 compounds, 0.42% hits; in the data active means inhibition above about 50%
KLK5 inh: kallikrein 5 (human) inhibition | Q9Y337 | recombinant hK5, fluorogenic AMC substrate cleavage | inhibition, % at 5 µM | 210,000 compounds, 0.59% hits;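 active means inhibition of 40% or more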;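 further: 0% = enzyme controls without compound and 100% = no-enzyme blanks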
Target sequence (Q9Y337 67-293 limits assumed): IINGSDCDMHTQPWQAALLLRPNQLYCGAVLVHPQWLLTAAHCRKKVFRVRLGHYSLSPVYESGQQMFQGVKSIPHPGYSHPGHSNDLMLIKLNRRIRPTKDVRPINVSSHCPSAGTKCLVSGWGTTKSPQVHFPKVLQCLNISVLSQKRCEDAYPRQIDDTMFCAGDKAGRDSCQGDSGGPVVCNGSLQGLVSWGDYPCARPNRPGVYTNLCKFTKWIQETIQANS
Furin inhibitor: blocks human furin protease activity; AID 463115; purified furin, fluorogenic substrate cleavage; inhibition, % at 30 µM; P09958; 220,000 compounds, 0.061% hits; in the data active means inhibition above about 25%; further: inactives centre near -15
* hit, by the source's call; · = no result given; [ ] = remark or other dose.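 How the source made its calls, unless noted: active means inhibition above about 30% (limit read from the data); inactive means the rest.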

SMILES | Cl transport mod | 14-3-3 Bad PPI | p47phox inh | eIF4E-4G inh | thrombin 1536 | Rad51 HR inh | EBV gp42 inh | KLK5 inh | Furin inhibitor
COc1ccc(OC)c(NC(=O)CN(c2ccc(OC)c(Cl)c2)S(C)(=O)=O)c1 | -0.7 | 3 | -5 | -4 | -4 | 9 | 9 | -3 | -16
O=C(NCCc1csc(-c2cccnc2)n1)c1c(F)cccc1F | -0.12 | -3 | -11 | -2 | 34 | · | 2 | 14 | 1
Cc1noc(NS(=O)(=O)c2ccc(NC(=O)C34CC5CC(C3)CC(n3cnc(Cl)n3)(C5)C4)cc2)c1C | 1.3 | -1[fluorescence artefact?] | -4 | 1 | -5 | -5 | -5 | -4 | -8
O=C(CSc1nccn1-c1ncc(C(F)(F)F)cc1Cl)c1ccc(Cl)cc1 | · | -11 | -12 | 4 | 1 | -7 | -20 | -12 | -3[20 µM]
Cc1cc2cc3c(cc2nc1SCC(=O)N1c2ccccc2CC1C)OCO3 (stereo not drawn) | 0.84 | -5 | -66 | 4 | 1 | 13 | -22 | -10 | -5[20 µM]
CC(c1ccc(F)cc1)n1cc(C(=O)NCc2ccccn2)nn1 (stereo not drawn) | 0.34 | 6 | -3 | 1 | -10 | 4 | -4 | -1 | -17
CCOc1ccccc1NC(=O)c1ccc(F)c(S(=O)(=O)N2CCC3(CC2)OCCO3)c1 | · | -5 | -9 | 4 | -12 | -5 | 7 | -2 | -14
COc1ccc(O/C(=N\S(=O)(=O)c2ccccc2)c2ccccc2)cc1 | 1.1 | 9 | -2 | 10[fluorescence artefact?] | 1 | 0 | 8 | -2 | -19[20 µM]
COCc1cc(C)nc(OC)c1C(N)=O | 0.6 | -4 | -3 | 2 | 2 | 12 | -8 | 23 | 0
CCCc1cc(=O)n2[nH]c(Cc3ccccc3)nc2n1 | -2.5 | 5[fluorescence artefact?] | -12 | 8 | -8 | -7 | 0 | 1 | -17[20 µM]
COc1ccc(N(CC(=O)Nc2ccc3c(c2)OCCO3)S(=O)(=O)c2c(C)noc2C)cc1 | · | 19 | -19 | 2 | -3 | · | 3 | 0 | -18
O=C(c1cn(-c2ccccc2)nc1-c1cc2ccccc2oc1=O)N1CCOCC1 | -0.17 | -7 | -5 | 2 | -6 | 33 | -2 | -15 | -9
COc1cc(NC(=S)NC2CC(C)(C)NC(C)(C)C2)c(OC)cc1Cl | -3.2 | 1 | -11 | 3 | -3 | 13 | 2 | -9 | -14
COc1ccccc1CNC(=O)c1ccc(S(=O)(=O)N(C)C)cc1 | -0.44 | 2 | -7 | 1 | -9 | 3 | 1 | 1 | -29[20 µM]
Cc1cc2cc(CNC(=O)NC3CCCCC3)ccc2[nH]1 | 0.06 | -9 | -3 | -14 | 3 | -5 | 9 | -3 | -21[20 µM]
O=C(CSc1ccc(Cl)cc1)Nc1ccccc1Oc1ccccc1 | -1.1 | 0 | -5 | 4 | -2 | 2 | -5 | -4 | -15
Cc1cc(C)n(C(=O)C(C)N2C(=O)c3ccccc3C2=O)n1 (stereo not drawn) | -0.53 | 1 | -4 | 1 | 1 | -3 | -2 | 7 | -5
Cc1ccc(OCCOC(=O)Cn2nc(C)c([N+](=O)[O-])c2C)cc1 | 0.24 | 3 | -2 | 0 | 33 | -4 | -17 | 7 | -10
COC(=O)c1c(NC(=S)Nc2ccc(F)cc2[N+](=O)[O-])sc2c1CCCCC2 | 20* | -11 | -3 | 6 | -6 | -11 | -9 | -8 | -8
Cc1ccccc1N1C(=O)CC1(C#N)c1ccc(OCc2ccccc2)cc1 (stereo not drawn) | 0.15 | 21 | -41 | 7 | -2 | -21 | -48 | -13 | -10
CCOc1ccc(C2=Nn3c(nnc3-c3ccc(OC)cc3)SC2)cc1 | 0.11 | 5 | -3 | -24 | -3 | 3 | -14 | -12 | -30
COc1ccc(CCN=C2SCC(=O)N2C)cc1OC | -1 | -15[fluorescence artefact?] | -1 | -6 | 4 | -1 | -16 | 4 | -8
COC(=O)CC1=C(C(=O)OC)C(c2ccc3c(c2)OCO3)C(C#N)=C(N)O1 (stereo not drawn) | -1.5 | -4 | -11 | -7 | -2 | · | -18 | 0 | -22
COc1cccc(Cn2c(OCC3CCCO3)nc3c2c(=O)n(C)c(=O)n3C)c1 (stereo not drawn) | -0.00071 | 0 | -6 | 5 | -1 | 4 | -10 | -11 | -34
CCOC(=O)c1cccc(NC(=O)CN2C(=O)C3C4C=CC(C4)C3C2=O)c1 (stereo not drawn) | 0.16 | 6[fluorescence artefact?] | -10 | 5[fluorescence artefact?] | 5 | 1 | -19 | -13 | -8
CCSc1nnc2c(Cl)cc(Cl)cn12 | · | -10 | -4 | 1 | -6 | -9 | 9 | 1 | -14
NCCCC(=O)O | -1 | -6 | 6 | 2 | -1 | -4 | -2 | -10 | -16
C=CCn1c(SCC(=O)c2cccs2)nc2sc(CC)cc2c1=O | · | -1[fluorescence artefact?] | -19 | -2 | 0 | -2 | -5 | -1 | -23
Cc1cc(C)nc(NS(=O)(=O)c2ccc(NC(=O)c3ccc4c(c3)OCO4)cc2)n1 | 0.026 | 7 | 5 | 7 | -5 | -2 | 11 | -12 | -21
O=C(CCCc1ccccc1)NCCN1CCOCC1 | 0.014 | 2 | -6 | 1 | 5 | 1 | -13 | -15 | -23[20 µM]
Cn1nc(CC(=O)NCc2ccc(F)cc2)c2ccccc2c1=O | 0.06 | 3 | -12 | 2 | -2 | -1 | -8 | -13 | -24
O=C(Nc1ccc2snnc2c1)N1CCCCC1 | 1.2 | -4 | -1 | -1 | -3 | -5 | -17 | 7 | -31
CCNC(=S)Nc1cc(C(=O)N2CCCC2)ccc1N1CCCC1 | -0.2 | -9 | 1 | -1 | -1 | 1 | -9 | 0 | -16
CCN1C(=O)C2(C(C(=O)c3cc4ccccc4o3)=C(O)C(=O)N2CCCN2CCOCC2)c2ccccc21 (stereo not drawn) | -0.29 | -5 | 2 | 1 | -9 | · | 4 | 4 | 2
COc1ccc(Cl)cc1NC(=O)CCc1ccccc1 | -0.45 | -1[fluorescence artefact?] | -3 | -1[fluorescence artefact?] | -5 | -2 | -8 | -4 | -4[20 µM]
Cc1cc(N)nc(C)c1C#N | -0.92 | -12 | -12 | -4 | 1 | 27 | -13 | -13 | -25
CCC(Sc1nnc(-c2ccc(C)c(Cl)c2)n1CC)C(=O)Nc1nccs1 (stereo not drawn) | -0.28 | -16 | -2 | -2[fluorescence artefact?] | 3 | 8 | -11 | -8 | -5
CCOC(=O)Cn1cc(C=O)c2ccccc21 | 0.26 | -9 | -3 | -12 | -7 | -8 | -13 | -6 | -16[20 µM]
CC1CC(C)CN(C(=O)CNC(=O)Cn2ccc3ccccc3c2=O)C1 (stereo not drawn) | 0.34 | -17 | 2 | 1 | -4 | 6 | -4 | 3 | -19
Cc1ccc(S(=O)(=O)n2cnc3cc([N+](=O)[O-])ccc32)c(C)c1 | 0.65 | -10 | 0 | -3[fluorescence artefact?] | 2 | · | -17 | -4 | -20
CC(=O)c1cccc(S(=O)(=O)N(C)C2CCN(C)CC2)c1 | 0.14 | 2 | 0 | 2 | -16 | -23 | 3 | -10 | -7
N#C/C(=C(/O)c1ccc(Cl)c([N+](=O)[O-])c1)c1nc2ccccc2[nH]1 | -0.1 | 42 | -4 | 10 | -1 | -8 | -7 | 6 | -33
O=C(NCc1ccccc1)c1cnsn1 | 1.1 | -3 | -12 | 4 | -9 | -6 | -16 | -1 | -21[20 µM]
c1ccc(Nc2nc(N3CCNCC3)nc(N3CCOCC3)n2)cc1 | 0.2 | 2 | -15 | -2[fluorescence artefact?] | 2 | -8 | -17 | -5 | -15[20 µM]
O=c1[nH]c2cc([N+](=O)[O-])c([N+](=O)[O-])cc2[nH]c1=O | 0.0082 | -4 | 6 | -1 | -8 | 17 | 2 | -9 | -7
O=C(COC(=O)C1CCN(/C=C/C(=O)C(F)(F)F)CC1)Nc1ccccc1 | -0.21 | 3 | -11 | 0 | 17 | -3 | 12 | 3 | -9
Oc1ccc2ccccc2c1C=Nc1ccc(N2CCOCC2)cc1 | · | 4 | 5 | 1[fluorescence artefact?] | -4 | 6 | -33 | 8 | -26[20 µM]
COc1cc2c(cc1OC)CN(c1ccc([N+](=O)[O-])cc1C#N)CC2 | -0.94 | 1[fluorescence artefact?] | -5 | 5[fluorescence artefact?] | -9 | -4 | 3 | -8 | -12

Among those listed so far, two contain a CF3 group:
SMILES | Cl transport mod | 14-3-3 Bad PPI | p47phox inh | eIF4E-4G inh | thrombin 1536 | Rad51 HR inh | EBV gp42 inh | KLK5 inh | Furin inhibitor
O=C(CSc1nccn1-c1ncc(C(F)(F)F)cc1Cl)c1ccc(Cl)cc1 | · | -11 | -12 | 4 | 1 | -7 | -20 | -12 | -3[20 µM]
O=C(COC(=O)C1CCN(/C=C/C(=O)C(F)(F)F)CC1)Nc1ccccc1 | -0.21 | 3 | -11 | 0 | 17 | -3 | 12 | 3 | -9

Further records follow:
SMILES | Cl transport mod | 14-3-3 Bad PPI | p47phox inh | eIF4E-4G inh | thrombin 1536 | Rad51 HR inh | EBV gp42 inh | KLK5 inh | Furin inhibitor
Cc1ccc(-c2nc(C#N)c(NCCCn3ccnc3)o2)cc1 | -0.3 | -8 | 12 | 2 | -3 | · | 10 | -3 | -22
CC(/C=N/Nc1nnc(C)c(=O)[nH]1)=C\c1ccccc1 | -1.1 | 6[fluorescence artefact?] | 2 | -1[fluorescence artefact?] | -5 | 6 | -19 | -9 | -9[20 µM]
CCc1oc2ccccc2c1C(=O)CCN1CCCCC1 | 0.18 | 24 | -5 | 0 | -1 | -1 | -9 | 7 | -8
COC(=O)c1cc(C)[nH]c2c(C)cc3nc4ccccc4c3c12 | · | -3 | -12 | 2 | 0 | 7 | -9 | -8 | -13
N#C/C(=C/c1ccc(-c2ccccc2[N+](=O)[O-])o1)C(N)=O | · | -24 | -1 | 3 | -1 | -13 | -1 | 10 | -25
COc1ccc(/C=N/NC(=O)CSc2nnc(C)n2-c2ccccc2)c(OC)c1OC | -0.18 | 5 | 1 | 2 | -1 | -4 | 3 | 11 | -15
O=C(COC(=O)/C=C/c1cccs1)Nc1cccc(S(=O)(=O)N2CCCC2)c1 | -1 | -8 | -20 | 4 | 11 | 9 | -3 | -6 | -21
COc1ccc(N2CCN(C(=O)CN(C)S(=O)(=O)c3cc(C)ccc3OC)CC2)cc1 | 0.4 | -7 | -4 | 7 | · | -6 | -4 | -7 | -14
Cc1cccc(N2CN(Cc3cccnc3)CNC2=S)c1 | 0.18 | -8 | -8 | 17 | -8 | 5 | -8 | -13 | -10
COCCCNc1oc(-c2ccccc2F)nc1C#N | · | -3 | -10 | 5 | -8 | 2 | -4 | 5 | -73
CC(=O)N1CCc2cc(C(=O)CN3CCN(C(=O)c4ccco4)CC3)ccc21 | · | -7 | -1 | 4 | 0 | 3 | -6 | 0 | -27
CCCCC1=CC2=C(c3ccco3)C(=O)C(C)(OC(=O)c3ccc(OC)cc3)C(=O)C2=CN1c1ccc(OC)cc1 (stereo not drawn) | -0.075 | 0 | -23 | -6 | -7 | -3 | -9 | 0 | -20

Structures from the list above containing a thiophene ring, fused or not:
SMILES | Cl transport mod | 14-3-3 Bad PPI | p47phox inh | eIF4E-4G inh | thrombin 1536 | Rad51 HR inh | EBV gp42 inh | KLK5 inh | Furin inhibitor
COC(=O)c1c(NC(=S)Nc2ccc(F)cc2[N+](=O)[O-])sc2c1CCCCC2 | 20* | -11 | -3 | 6 | -6 | -11 | -9 | -8 | -8
C=CCn1c(SCC(=O)c2cccs2)nc2sc(CC)cc2c1=O | · | -1[fluorescence artefact?] | -19 | -2 | 0 | -2 | -5 | -1 | -23
O=C(COC(=O)/C=C/c1cccs1)Nc1cccc(S(=O)(=O)N2CCCC2)c1 | -1 | -8 | -20 | 4 | 11 | 9 | -3 | -6 | -21
